MgcRacGAP inhibition: MgcRacGAP GTPase-activating activity inhibitors, confirmation, biochemical, ADP Hunter fluorescence. MgcRacGAP-stimulated Rac1 GTP hydrolysis, ADP Hunter fluorescence; higher % means a stronger effect; GST-tagged Rac1 F28L mutant substrate. one-dose inhibition, % at 30 µM; IC50 in µM for titrated hits. 0.6% of 340,000 active;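 active = first-screen hits whose inhibition reached a set limit at any dose in the follow-up dose series; inconclusive = inhibition above the set first-screen limit but never retested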;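 note: fluorescence reports GDP produced by GAP-driven GTP hydrolysis; strong numbers were not always called active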
* marks the source's active call; other numbers are inactive results; ? = inconclusive. A portion of the library, so the mix of outcomes need not match the whole.

A first look:
SMILES | MgcRacGAP inhibition
C[C@@]12C(=O)N(Cc3ccccc3)CC(=O)N1[C@H]1c3ccccc3OC[C@@H]1[C@@H]2c1ccccc1 | 4%
COc1ccc(S(N)(=O)=O)cc1C(=O)NNC(=O)C1COc2ccccc2O1 (centres undefined) | 2%
O=C1N[C@@H](Cc2ccccc2)COC(=O)[C@@H](Cc2ccc(F)cc2)C/C=C\C[C@@H]1CC(=O)N(CCO)Cc1ccccc1 | 2%
COc1ccc(C(=O)OCc2c(-c3cccc(OC)c3)ncc3ccccc23)cc1 | 12%
O=C(C(=O)N1CCN(c2ccccc2F)CC1)c1cn(CC(=O)N2CCCC2)c2ccccc12 | 12%
COc1cccc(CN(C)C(=O)c2cc(S(=O)(=O)N3CCCCCC3)ccc2OC)c1 | 4%

Main list, from the start:
SMILES | MgcRacGAP inhibition
C[C@@]12C(=O)N(Cc3ccccc3)CC(=O)N1[C@H]1c3ccccc3OC[C@@H]1[C@@H]2c1ccccc1 | 4%
COc1ccc(S(N)(=O)=O)cc1C(=O)NNC(=O)C1COc2ccccc2O1 (centres undefined) | 2%
O=C1N[C@@H](Cc2ccccc2)COC(=O)[C@@H](Cc2ccc(F)cc2)C/C=C\C[C@@H]1CC(=O)N(CCO)Cc1ccccc1 | 2%
COc1ccc(C(=O)OCc2c(-c3cccc(OC)c3)ncc3ccccc23)cc1 | 12%
O=C(C(=O)N1CCN(c2ccccc2F)CC1)c1cn(CC(=O)N2CCCC2)c2ccccc12 | 12%
COc1cccc(CN(C)C(=O)c2cc(S(=O)(=O)N3CCCCCC3)ccc2OC)c1 | 4%
CCOc1cc(/C=C/C(=O)OCC(=O)N(CC)C2CCS(=O)(=O)C2)cc(Cl)c1OC (centres undefined) | 8%
O=C(CCCCC(=O)Sc1ccccc1)Sc1ccccc1 | 6%
CC1=C(C(=O)N(C)C)CC(CC(=O)NCCCN(C)C)C(=O)N1Cc1ccccc1 (centres undefined) | 10%
CCCCNC(=O)C(CC)(ONc1ccccc1C(F)(F)F)c1ccccc1OC (centres undefined) | 16%
CC1C(=O)N(Cc2cn(CCC3OCCCO3)nn2)CCS(=O)(=O)N1Cc1ccc(-c2ccncc2)cc1 (centres undefined) | 6%
CCOC(=O)c1ccc(-c2c(-c3ccccc3OC)sc3cc4c(cc23)OCO4)cc1F | 6%
CC1(C)NC(=O)N(CC(=O)N2CCN(S(=O)(=O)c3cc(Cl)ccc3Cl)CC2)C1=O | 8%
C#CCN(C[C@H]1[C@H](OC(=O)Nc2c(C)noc2C)[C@H](OC(=O)Nc2c(C)noc2C)C[C@@H](C(=O)OC)[C@H]1C(=O)OC)S(=O)(=O)c1ccc(C)cc1 | 5%
O=C1CCN(Cc2ccccc2)C=C1c1ccc2ccccc2c1 | 8%
CCCn1c(SCC(=O)N2CCc3ccccc32)n[nH]c1=O | 5%
CC(C)C1C(=O)N(Cc2cn(CC3CCCCC3)nn2)CCS(=O)(=O)N1Cc1ccc(-c2ccc(Cl)nc2)cc1 (centres undefined) | 8%
COCOCCn1cc(CN2CCS(=O)(=O)N(Cc3ccc(-c4ccc(OC)c(OC)c4)cc3)C(C)C2=O)nn1 (centres undefined) | 13%
CCN(CC(=O)Nc1ccc(OC)cc1)C(=O)c1ccc2c(c1)NC(=O)CS2 | 14%
C/C(=N\NC(=O)c1cc(C)oc1C)c1ccc(C)c([N+](=O)[O-])c1 | 8%
Cc1ccc(S(=O)(=O)N2CCCCC2)cc1NC(=O)C1COc2ccccc2O1 (centres undefined) | 7%
COc1ccc(Cc2nc3ccc(C(=O)N4CCCCC4CO)cc3o2)cc1OC (centres undefined) | 13%
CCc1noc(C)c1C(=O)NCCN1C(=O)S/C(=C\c2ccccc2F)C1=O | 10%
CSc1ccc(Cl)c(C(=O)OCC(=O)N2CCN(c3ccccc3)CC2)c1 | 12%
CCOc1ccccc1NC(=O)c1cc(-c2ccccn2)nc2ccccc12 | 4%

The listing continues:
SMILES | MgcRacGAP inhibition
O=C1CCCN1c1ccc([N+](=O)[O-])cc1 | 3%
O=C(COC(=O)c1ccc(O)cc1)Nc1cc(S(=O)(=O)N2CCCCCC2)ccc1Cl | 16%
O=C(COC(=O)c1cc(=O)c2ccccc2o1)Nc1c(F)c(F)c(F)c(F)c1F | -1%
C/C(Nc1ccc(Cl)c(Cl)c1)=C1/CCOC1=O | -5%
Cc1ccc(CN2CCC[C@]3(N[C@H](c4ccc(C)cc4)[C@@H]4C(=O)N(C)C(=O)[C@@H]43)C2=O)cc1 | 15%
CCCc1c(C(=O)N/N=C/c2ccc(OCc3ccc(F)cc3)cc2)nnn1-c1nonc1N | 19%
CCN(CC)S(=O)(=O)c1ccc(SCC(=O)c2c(N)n(C3CC3)c(=O)[nH]c2=O)nc1 | 20%
CCOC(=O)c1c(N/C=C(\C#N)c2nc(-c3ccc(OC(C)=O)cc3)cs2)sc2c1CCC2 | 0%
CC[C@]12c3[nH]c4ccc(Cl)cc4c3CCN1C(=O)[C@@H](CC(=O)NCCc1ccccn1)C[C@@H]2C(=O)N1CCN(C(=O)C2CC2)CC1 | 0%
Cc1cccc(NS(=O)(=O)c2ccc(C)c(C(=O)NCC(c3ccccc3)N(C)C)c2)c1 (centres undefined) | 4%
C[C@@H]1CCCCO[C@H](CN(C)C(=O)Nc2ccc3c(c2)OCO3)[C@@H](C)CN([C@H](C)CO)C(=O)c2cc(NS(=O)(=O)c3ccc(F)cc3)ccc2O1 | 15%
Nc1ccc(S(=O)(=O)NCC2CCCCO2)cc1 (centres undefined) | 2%
CCC[C@H]1CN(c2ccc(OC)cc2)C(=O)[C@@H]1CC(=O)NC | 8%
C=CCn1c(COc2ccc(OC)cc2)nnc1SC(C)C(=O)NC1CC1 (centres undefined) | 3%
CCN(CC)S(=O)(=O)c1ccc(/C=C/C(=O)OCC(=O)NCc2cccs2)cc1 | 3%
O=C(CSc1nnc(-c2cccs2)n1C1CC1)NCC1CCCO1 (centres undefined) | 5%
Nc1cc(=O)n(Cc2ccco2)c(=S)[nH]1 | 4%
CCN(c1ccccc1)S(=O)(=O)c1ccc(Cl)c(NC(=O)CN(C)Cc2cccc(F)c2)c1 | 4%
CC1(C)CC[C@]2(C(=O)O)CC[C@]3(CO)C(=CCC4[C@@]5(C)C[C@H](O)[C@H](O)[C@@](C)(C(=O)O)C5CC[C@]43C)[C@@H]2C1 (some centres undefined) | -15%
O=S(=O)(c1cccc(-c2n[nH]c(=S)n2-c2ccccc2Cl)c1)N1CCOCC1 | 11%
COc1ccc(NC(=O)Nc2cccc3c2O[C@H](CN(C)S(=O)(=O)c2ccc(F)cc2)[C@@H](C)CN([C@H](C)CO)C3=O)cc1 | 12%
Cc1c(CN(C)C(=O)C2CCC(=O)N(Cc3ccccc3F)C2)[nH]c2ccccc12 (centres undefined) | 13%
O=C(CCCN1C(=O)NC2(CCCC2)C1=O)Nc1cccc(S(=O)(=O)N2CCOCC2)c1 | 5%
CC(=O)Nc1ccc(-c2csc(NC(=O)CCNC(=O)c3ccco3)n2)cc1 | 4%
Cc1ccc([C@H]2C[C@@H](O)[C@H](n3cc(-c4ccc(F)cc4)nn3)CN2Cc2cccs2)cc1 | 9%

Following part
SMILES | MgcRacGAP inhibition
COc1ccc(CC(=O)NNC(=O)c2cc(Cl)ccc2OC)cc1 | -1%
COc1ccc([N+](=O)[O-])c(C=CC(=O)c2ccccn2)c1 | 4%
Cc1ccc(Nc2n[nH]c(=S)s2)cc1C | ?
CC(C)C[C@@H](CN)NC(=O)c1nc[nH]c1C(=O)N[C@@H](Cc1ccccc1)C(=O)CNC[C@H](C)NC(=O)c1nc[nH]c1C(=O)N[C@@H](C)C(=O)O | 8%
c1ccc(CSc2ncnc3c2oc2ccccc23)cc1 | 1%
CC(Sc1nnc(C2CC2)n1C1CC1)C(=O)N(C)C1(C#N)CCCCC1 (centres undefined) | 8%
O=C(CN1C(=O)C(=O)N(Cc2ccco2)C1=O)Nc1ccc(F)c(F)c1F | -1%
Cc1ccc2sc(C)cc(=O)c2c1 | -4%
CC(C)(C)OC(=O)N1CCC(NC(=O)c2nc[nH]c2C(=O)N2CCc3ccccc3C2)CC1 | 17%
COc1ccc([C@H]2C[C@H](n3cc(COC(=O)c4ccccc4)nn3)[C@@H](O)CN2Cc2cccs2)cc1 | 15%
Cc1ccc(S(=O)(=O)N2CCOCC2)cc1NC(=O)COC(=O)COc1ccccc1[N+](=O)[O-] | 1%
Cc1ccc(CSc2ccc(S(=O)(=O)N3CCCCC3)cn2)cc1 | 6%
COc1cc(/C=C2\SC(=S)N(NC(C)=O)C2=O)ccc1OC(=O)c1ccco1 | 14%
COc1ccc(CN2CCN(Cc3c[nH]c4ccccc34)CC2)cc1OC | ?
CN(C)S(=O)(=O)c1cccc(NC(=S)NNC(=O)c2cc3ccccc3cc2O)c1 | 18%
Oc1ccc(O)c(C=NNC(=S)NC2CC3CC2C2C=CCC32)c1 (centres undefined) | 16%
COCc1cc(=O)c2ccccc2o1 | 1%
CC(C)C1CCN(C(=O)C2CCC(=O)N(C3CCCCCC3)C2)CC1 (centres undefined) | 12%
CN(C(=O)c1cccc(NC(=O)Cc2ccc(NC(=O)C3CCCN(C(=O)C4CCC4)C3)cc2)c1)C1CC1 (centres undefined) | 12%
Cc1ccc(S(=O)(=O)N2CCN(C(=O)COC(=O)/C=C/c3ccc([N+](=O)[O-])cc3)CC2)c(C)c1 | 5%
CC(C)=CCC/C(C)=C/CNC(=O)C[C@H]1C[C@H](C(=O)N2CCOCC2)[C@@]2(C)c3[nH]c4cc(CCC(=O)N(C)C)ccc4c3CCN2C1=O | 5%
CC1CCN(C(=O)COC(=O)c2cccc(S(=O)(=O)N3CCOCC3)c2)CC1 | 10%
COc1cc(OCc2ccccc2)c(CC(=O)O)c([N+](=O)[O-])c1 | -9%
CCOC(=O)CCCCCC(=O)Nc1ccc2c(c1)CC(=O)N([C@@H](C)CO)C[C@H](C)[C@@H](CN(C)Cc1ccccc1)O2 | 6%
C=CCn1c(SCC(=O)Nc2sc3c(c2C#N)CCC(C)C3)nc2cc(C(=O)O)ccc2c1=O (centres undefined) | 4%

The listing continues.
SMILES | MgcRacGAP inhibition
CCN1C(=O)CC(SC2CC(=O)N(CC)C2=O)C1=O (centres undefined) | -1%
CCOc1ncccc1C(=O)OC(C)C(=O)NC1CCCCC1 (centres undefined) | 10%
CC(=O)Nc1ccc(NC(=O)C2CC(=O)N(Cc3ccco3)C2)cc1 (centres undefined) | 9%
Cc1ccc(NC(=O)CN2C(=O)C(=O)N(C3CCCC3)C2=O)c(Cl)c1 | 2%
Cc1ccccc1Nc1nnc(SCC(=O)c2c(N)n(C3CC3)c(=O)[nH]c2=O)s1 | 6%
Cc1cn([C@H]2C[C@H](O)[C@@H](CNC(=O)c3ccccn3)O2)c(=O)[nH]c1=O | 16%
Cc1cccc(NC(=O)C2CCN(C(=O)c3ccccc3C)CC2)n1 | 3%
COc1ccc(-c2c(C#Cc3ccsc3)c3cc(-c4ccc5c(c4)OCCO5)ccc3n2C)cc1 | 8%
Cc1ccc(NC(=O)c2cc(S(=O)(=O)N3CCCCC3)ccc2N2CCOCC2)cc1 | 6%
Cc1ccc(NC(=O)COC(=O)COc2ccc3ccc(=O)oc3c2)cc1[N+](=O)[O-] | 4%
C=CCn1c(SCC(=O)c2ccc(O)c(O)c2)nnc1-c1cccc(Cl)c1 | 79µM*
C[C@H](CO)N1C[C@H](C)[C@@H](CN(C)S(=O)(=O)c2ccccc2F)Oc2ncc(C#Cc3cccnc3)cc2C1=O | 20%
Cc1nc(C)c(C(=O)OCC(=O)NCCc2ccc(S(N)(=O)=O)cc2)s1 | 6%
CC(=O)Nc1ccc(NC(=O)CCCN2C(=O)C(c3ccccc3)Oc3cccnc32)cc1 (centres undefined) | 18%
CC1CCC(=NO)C(=NO)C1 (centres undefined) | 4%
Cc1ccc([C@@H]2C[C@H]3[C@@H](CN2S(=O)(=O)c2ccc(Cl)cc2)C(=O)C[C@@H](c2ccc(Cl)cc2)N3S(=O)(=O)c2ccccc2C)cc1 | 13%
COc1ccc(S(=O)(=O)NCC2(N3CCOCC3)CCCCC2)cc1OC | -1%
CN(c1ccccc1)S(=O)(=O)c1cc(C(=O)NCc2ccco2)ccc1Cl | 6%
C/C(=N\Nc1ccccc1)c1cccs1 | 9%
Cc1ccc(C(=O)NC(Cc2ccc(C(C)(C)C)cc2)C(=O)O)cc1 (centres undefined) | 7%
COc1cc(/C=C2/SC(=S)N(CCC(=O)Nc3cccnc3)C2=O)cc(OC)c1OC | 16%
COc1cccc(-c2csc3ncnc(Sc4nnnn4C)c23)c1 | 5%
CCCOc1ccc(C(=O)CCC(=O)OCC(=O)Nc2cccc(S(N)(=O)=O)c2)cc1 | 5%
O=C(c1ccc(COc2ccccc2)o1)N1CCN(S(=O)(=O)c2ccccc2Cl)CC1 | 3%
Cc1cc(C(=O)COC(=O)c2ccc(O)cc2)c(C)n1CC(F)(F)F | 5%
CC1=C(C(=O)N(C)C)CC(CC(=O)NC2CCCCC2)C(=O)N1CCCN1CCCC1=O (centres undefined) | 10%
COCCN(CC(=O)Nc1cccc(C)c1C)C(=O)C1CCN(S(=O)(=O)c2ccccc2)CC1 | -2%
O=C(NCCO)/C(=C\c1cccc([N+](=O)[O-])c1)NC(=O)c1cccs1 | 10%
CNC(=S)Nc1cccc(S(=O)(=O)NCc2ccco2)c1 | -1%

Reformatted with tabs: 4 of the compounds above.
molecule	MgcRacGAP inhibition
CCOc1ncccc1C(=O)OC(C)C(=O)NC1CCCCC1 (centres undefined)	10%
CC(=O)Nc1ccc(NC(=O)C2CC(=O)N(Cc3ccco3)C2)cc1 (centres undefined)	9%
Cc1ccc(NC(=O)CN2C(=O)C(=O)N(C3CCCC3)C2=O)c(Cl)c1	2%
Cc1ccccc1Nc1nnc(SCC(=O)c2c(N)n(C3CC3)c(=O)[nH]c2=O)s1	6%
